FadD28 FP inh – inhibitors of Mycobacterium tuberculosis FadD28 bisubstrate binding; AID 588549; 0.22% of 360,000 active; inhibition, % at 12.5 µM; FadD28 bisubstrate probe binding, fluorescence polarization; in the data active means inhibition above about 8.5%, passing the limit was not always enough
GDH-TPI counter – counter-screen for M. tuberculosis FBA inhibitors: GDH-TPI coupled enzymes; GDH-TPI coupled enzyme counterscreen, NADH absorbance; 1.2% of 360,000 active; AID 588335; inhibition, % at 4.8 µM; in the data active means inhibition above about 30%;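 further: 0% = DMSO wells and 100% = wells lacking the enzyme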
Mtb FBA inh – inhibits M. tuberculosis FBA enzyme. inhibition, % at 1 µM. P9WQA3. 2.3% of 360,000 active. purified M. tuberculosis FBA, fluorescence read-out. AID 588726; in the data active means inhibition above about 27%;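 further: 0% = vehicle and 100% = reference inhibitor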
Target sequence (P9WQA3 whole entry, looked up): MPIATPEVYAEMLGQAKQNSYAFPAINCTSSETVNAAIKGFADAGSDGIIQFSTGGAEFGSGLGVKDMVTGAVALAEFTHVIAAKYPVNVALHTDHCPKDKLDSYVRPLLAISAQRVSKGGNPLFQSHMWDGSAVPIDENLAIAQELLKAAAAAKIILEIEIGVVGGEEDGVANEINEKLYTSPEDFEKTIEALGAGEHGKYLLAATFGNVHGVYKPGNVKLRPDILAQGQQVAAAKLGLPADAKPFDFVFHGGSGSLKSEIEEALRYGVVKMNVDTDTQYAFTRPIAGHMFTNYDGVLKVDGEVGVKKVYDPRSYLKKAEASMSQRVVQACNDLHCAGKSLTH
BioA inh – blocks M. tuberculosis BioA enzyme activity. purified M. tuberculosis BioA enzyme, plate reader. inhibition, % at 9.99 µM. 0.096% of 360,000 active. AID 602481; in the data active means inhibition above about 40%
Y pestis TopoI – inhibitors of Yersinia pestis topoisomerase I; activity, % at 10 µM; 0.064% of 360,000 active; Y. pestis Topo-I cleavage product accumulation, plate reader; in the data active means activity above about 50%, passing the limit was not always enough; further: inactives centre near 2
TcdB GH inh – blocks C. difficile toxin B glycohydrolase activity; TcdB glycohydrolase enzymatic assay, plate reader; 0.24% of 350,000 active; P18177; AID 652162; inhibition, % at 9.99 µM; in the data active means inhibition above about 10%
UGM FP inh – blocks M. tuberculosis UGM enzyme; AID 504406; purified UGM, fluorescence polarization probe displacement; inhibition, % at 10 µM; 0.06% of 320,000 active; in the data active means inhibition above about 10%, passing the limit was not always enough
Target sequence (P9WIQ1 whole entry, looked up): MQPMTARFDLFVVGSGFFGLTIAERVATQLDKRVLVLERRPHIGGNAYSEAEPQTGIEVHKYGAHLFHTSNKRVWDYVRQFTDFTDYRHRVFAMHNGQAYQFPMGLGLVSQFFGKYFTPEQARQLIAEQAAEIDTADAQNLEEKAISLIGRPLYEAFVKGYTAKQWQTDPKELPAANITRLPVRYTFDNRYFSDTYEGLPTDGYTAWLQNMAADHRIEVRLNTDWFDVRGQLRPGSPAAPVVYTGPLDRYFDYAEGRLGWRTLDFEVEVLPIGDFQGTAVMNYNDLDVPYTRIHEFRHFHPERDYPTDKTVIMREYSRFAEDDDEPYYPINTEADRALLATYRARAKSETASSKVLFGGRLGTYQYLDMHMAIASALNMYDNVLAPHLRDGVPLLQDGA
BH1578 lux ind – induces V. cholerae light production without autoinducers; activation, % at 18.7 µM; V. cholerae BH1578 lux reporter, luminescence, 6 h; 0.16% of 350,000 active; in the data active means activation mostly above about 9.7%, no sharp cut-off; further: not every result past the cut was called active; inactives centre near 0; reference of the scale not given here
PfHsp40 yeast – restores yeast growth despite PfHsp40 toxicity. S. cerevisiae expressing PfHsp40, growth rescue, ATP luminescence. growth rescue, % at 12.5 µM. 0.68% of 340,000 active. AID 504582; in the data active means growth rescue above about 28%, passing the limit was not always enough;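 further: yeast W303a lacking pdr1 and pdr3 grown in galactose medium; growth measured after three days at 30 °C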
An asterisk follows results filed as active; i = inactive; nt = not tested or not shown.

SMILES	FadD28 FP inh	GDH-TPI counter	Mtb FBA inh	BioA inh	Y pestis TopoI	TcdB GH inh	UGM FP inh	BH1578 lux ind	PfHsp40 yeast
CC(=O)Nc1ccc(OCC(O)Cn2ccnc2)cc1 (centres undefined)	-1.5	2	3	-3.1	0	1.4	1.1	0.6	0.8
Cc1n[nH]c(C)c1CCC(=O)N/N=C/c1c(C)[nH]c2ccccc12	-0.8	8	0	0.7	-4	3.6	0.8	-0.3	-1.5
COc1ccc2c(c1)CC[C@@H]1[C@@H]2CC[C@]2(C)[C@@H](C(=O)O)C[C@@H]12	0.6	7	0	-1.0	11	-0.8	0.0	-0.9	3.3
COc1ccc(CCNC(=O)C2CCN(C(=O)c3ccc(Cl)cc3)CC2)cc1	-3.0	0	3	-0.9	6	0.6	0.3	-0.3	3.3
Cc1ccc(S(=O)(=O)N2CCOCC2)cc1NC(=O)CN1C(=O)NC2(CCCC2)C1=O	-0.8	2	0	-3.9	3	0.2	-0.7	i	1.7
CCCN1CCN(CCCNC(=O)Cn2nc(-c3ccc(Cl)cc3)ccc2=O)CC1	0.3	4	1	nt	4	nt	2.1	-0.3	7.8
CCCC(C(=O)NC(C)(C)C)N(Cc1ccc(F)cc1)C(=O)c1snc(C(N)=O)c1N (centres undefined)	-5.0	10	3	3.6	2	0.9	2.3	i	0.6
CCCCCCc1cc2cc(C(=O)Nc3ccccc3)c(=O)oc2cc1O	-3.4	7	3	-1.6	-2	nt	-0.5	-0.1	-1.9
CN(CC(=O)N1CCCC1)S(=O)(=O)c1cccc(Cl)c1	-0.6	-5	0	-1.6	2	1.6	3.2	0.6	0.6
O=C(O)c1ccc(Oc2ccc(S(=O)(=O)c3ccc(C(=O)O)c(C(=O)O)c3)cc2)cc1	-1.1	10	-1	-2.4	2	-1.8	2.3	i	2.3
COc1ccc(C)cc1NC(=O)CSc1nnc(CC(=O)Nc2ccccc2F)n1C	-0.8	-5	0	nt	3	0.2	0.7	1.1	-2.3
O=C(N/N=C/c1c(O)n(CCc2ccccc2)c(=O)[nH]c1=O)c1ccncc1	-0.2	28	2	-3.5	-5	nt	1.0	-0.7	-1.1
NS(=O)(=O)c1ccc(-c2ccc(C=NC3CCS(=O)(=O)C3)o2)cc1 (centres undefined)	-3.1	30	4	nt	-4	nt	2.8	-0.4	-1.3
OC[C@@H]1CN(Cc2cccnc2)C[C@H](n2cnc3c(NC4CCCC4)ncnc32)O1	-0.2	11	0	-1.1	5	0.5	nt	-0.2	nt
Cc1ccnc(NS(=O)(=O)c2ccc(N3C(=O)c4c(Cl)c(Cl)c(Cl)c(Cl)c4C3=O)cc2)n1	-4.1	8	-1	1.0	2	nt	-1.3	i	-0.9
CCOCCCNC(=O)c1ccc2c(c1)N=C(CC)c1cc(Br)ccc1S2	-11	9	-3	-1.9	11	0.3	0.6	-0.4	0.2
COc1ccc(N2CCN(C(CNS(=O)(=O)c3ccc(C)cc3)c3ccccc3)CC2)cc1 (centres undefined)	1.5	5	3	nt	-10	2.1	1.7	nt	2.0
Nc1nc(SCc2ccccc2Cl)nc2nc3c(cc12)CCCC3	-2.2	12	4	-1.5	3	nt	0.2	-0.5	0.0
C=CCC1(CC=C)CCCN1C(=O)c1cc(COc2cncc(Cl)c2)on1	-1.7	9	1	0.2	43	1.3	5.0	-0.4	0.7
O=C(NCCN1C(=O)S/C(=C\c2ccccc2)C1=O)c1cc(S(=O)(=O)N2CCOCC2)c(Cl)cc1Cl	0.9	17	-2	nt	25	nt	-1.5	-0.2	-0.9
O=C(NC1CCCCC1)C(c1ccccc1)N1CCc2ccccc21 (centres undefined)	-2.1	-8	0	4.8	19	0.4	-0.9	nt	1.3
CC1CCN(S(=O)(=O)c2cn(CC(=O)N3CCN(C)CC3)c(=O)c3ccccc23)CC1	-3.0	11	2	nt	0	nt	nt	-0.4	-0.6
Cc1ccc(NCc2nnc(SC(C)C(=O)N/N=C/c3ccc(C)o3)n2-c2ccccc2)cc1 (centres undefined)	-2.0	-6	-3	0.7	16	nt	-0.9	-6.7	-0.3
OC[C@@H]1CN(CCN2CCOCC2)C[C@H](n2cnc3c(NCc4ccc(F)cc4)ncnc32)O1	0.9	7	4	0.9	-1	0.4	nt	i	nt
Cc1ccc(N(CC(=O)NC(C)c2ccccc2)S(=O)(=O)c2c(C)n[nH]c2C)cc1 (centres undefined)	-2.5	8	0	-2.7	12	-0.3	-1.7	-0.6	-0.6
CCc1c(C)sc(NC(NC(C)=O)(C(=O)OC)C(F)(F)F)c1C#N (centres undefined)	-0.4	9	-3	nt	-2	1.3	-0.8	-0.5	-0.2
Cc1[nH]n(-c2ccccc2)c(=O)c1/C=N/NC(=O)COc1ccccc1[N+](=O)[O-]	1.5	16	-1	nt	-5	0.2	2.3	-0.3	19
O=C(O)c1c(NC(=O)N2CCOCC2)sc2c1CCCC2	3.2	-6	4	-0.4	1	0.4	1.4	i	-1.2
CC1CCCC(C)N1C(=O)CSc1nnc(C2CCCCC2)o1 (centres undefined)	-2.5	2	0	-0.5	1	nt	1.3	-0.3	1.0
CCOc1ccc(N2C(=O)CC(NCc3ccc(F)cc3)C2=O)cc1 (centres undefined)	-0.1	-5	4	-1.0	3	nt	-0.5	i	0.3
Cc1ccc(C(=O)OCC(=O)c2ccc[nH]2)s1	-1.1	2	1	nt	6	-0.3	-1.1	-0.2	0.6
C/C(CC(=O)NC12CC3CC(CC(C3)C1)C2)=N\NC(=O)c1cnccn1	-4.3	9	-4	nt	4	-2.6	3.6	0.0	-0.5
O=C(CCCc1nc2ccccc2s1)NCc1cccnc1	-1.7	1	2	nt	2	0.3	-4.2	nt	1.0
COc1ccc(CNC(=O)C2(C)Cc3ccccc3C(=O)O2)cc1 (centres undefined)	-2.5	7	0	nt	5	0.2	2.9	i	0.4
CCOC(=O)c1c(NS(=O)(=O)Cc2ccccc2)sc2c1CCCC2	1.8	1	3	0.5	-5	nt	2.6	-0.7	0.5
CCN1C(=O)/C(=C\c2cccc(OC(=O)c3ccco3)c2)SC1=S	0.2	2	2	-1.5	2	2.3	3.5	i	0.0
COc1ccc([C@H]2CC(=O)C=C(c3cccc(C(F)(F)F)c3)C2)cc1	-1.9	8	0	-0.9	40	-0.6	-0.9	i	23
CCN(C(=O)COC(=O)c1cc(S(=O)(=O)N2CCOCC2)c(Cl)cc1Cl)C1CCS(=O)(=O)C1 (centres undefined)	-2.4	4	3	nt	3	-1.6	-1.4	-0.2	3.6
CCc1nc(NC(C)(C)C)c2cnn(-c3ccccc3)c2n1	-7.5	-2	2	-1.5	-2	2.5	-0.3	-0.5	3.0
O=C(c1ccc(C23CC4CC(CC(C4)C2)C3)o1)N1CCOCC1	-0.9	3	6	0.1	11	nt	1.0	i	1.4
Nc1cc(N)c(OCC(F)(F)F)cc1OCC(F)(F)F	2.9	25	0	-1.8	-19	nt	-2.5	1.4	-1.1
COc1ccc(F)cc1S(=O)(=O)NC(Cc1ccccc1)C(N)=O (centres undefined)	-2.6	-1	-10	-0.5	-2	nt	3.2	-0.3	0.2
C=CCOc1ccc(-c2nc3c(c(=O)[nH]c(=O)n3Cc3ccccc3)n2CCCOC)cc1	-4.7	3	9	-0.3	16	1.1	-4.5	-0.4	-0.3
COc1ccc(CCNC(=O)C2CCCN(S(=O)(=O)c3ccc(F)cc3)C2)cc1 (centres undefined)	-2.1	-2	-1	-4.1	14	1.0	0.1	i	1.5
COc1ccc(C(=O)O/N=C(\N)c2ccncc2)cc1OC	-1.6	5	-1	nt	-4	nt	-0.4	-0.3	0.9
CCOC(=O)c1[nH]cnc1C(=O)NC1CCCCC1	-2.7	3	2	-0.7	-3	nt	4.3	-3.8	1.5
CCOn1c(SC(C)C)nc2ccccc2c1=O	-0.1	-3	4	-0.3	4	nt	-3.6	nt	0.4
COC(=O)c1ccc(S(=O)(=O)N2CCCCC2)o1	-3.6	0	1	-1.3	-10	-1.4	1.5	0.3	-1.3

Structures listed so far that contain a thiophene ring, fused or not, in the order listed:
SMILES	FadD28 FP inh	GDH-TPI counter	Mtb FBA inh	BioA inh	Y pestis TopoI	TcdB GH inh	UGM FP inh	BH1578 lux ind	PfHsp40 yeast
CCc1c(C)sc(NC(NC(C)=O)(C(=O)OC)C(F)(F)F)c1C#N (centres undefined)	-0.4	9	-3	nt	-2	1.3	-0.8	-0.5	-0.2
O=C(O)c1c(NC(=O)N2CCOCC2)sc2c1CCCC2	3.2	-6	4	-0.4	1	0.4	1.4	i	-1.2
Cc1ccc(C(=O)OCC(=O)c2ccc[nH]2)s1	-1.1	2	1	nt	6	-0.3	-1.1	-0.2	0.6
CCOC(=O)c1c(NS(=O)(=O)Cc2ccccc2)sc2c1CCCC2	1.8	1	3	0.5	-5	nt	2.6	-0.7	0.5

More results.
SMILES	FadD28 FP inh	GDH-TPI counter	Mtb FBA inh	BioA inh	Y pestis TopoI	TcdB GH inh	UGM FP inh	BH1578 lux ind	PfHsp40 yeast
CCc1nonc1NC(=O)c1oc2cc(C)c(C)cc2c1C	0.3	7	2	-1.3	6	2.1	-0.8	i	-1.7
O=C(Cn1cc(C(=S)N2CCOCC2)c2ccccc21)N1CCOCC1	1.0	5	-2	3.2	-4	nt	-0.9	i	-1.3
O=C1CCC(CCC(=O)N2CCCC(C(=O)c3cccc(C(F)(F)F)c3)C2)=NN1 (centres undefined)	-1.1	7	5	nt	-4	nt	-7.0	-0.2	-0.1
O=C(Nc1cccc(Cl)c1)Nc1nnc(-c2ccccc2)o1	-0.5	5	6	0.3	-2	nt	0.7	-0.3	-0.2
O=C1CC(C(=O)N2CCC(N3CCC(C(=O)NC4CC4)CC3)CC2)c2ccccc21 (centres undefined)	1.0	13	-1	nt	1	-1.0	0.7	-0.5	-0.9
CCc1noc(C)c1C(=O)N1CCN(c2cccc(C)c2C)CC1	-3.8	2	-3	0.5	1	2.2	-1.2	-0.9	0.3
Cc1cccc(Nc2ncnc3ccc(Br)cc23)c1	-5.0	17	-4	nt	2	1.5	-3.0	-0.3	0.1
Cc1ccc(Cn2cc(-c3ccccc3)nn2)cc1	-5.0	9	-1	0.4	16	0.5	1.8	-0.4	11
O=C(Nc1ccc2c(c1)C(=O)OC2)c1ccc(Cl)cc1Cl	-1.7	-1	0	-3.0	-1	-0.7	-0.9	-0.4	-0.4
CCc1ccc(NC(=O)CCn2cccc2)cc1	-3.5	4	4	0.7	3	nt	-1.0	i	0.0
COc1ccccc1CNC(=O)c1cccc(S(=O)(=O)N2CCN(C)CC2)c1	-9.3	2	2	nt	3	-0.6	3.4	-0.3	-0.4
CC(C)(C)c1ccc(NC(=O)Nc2ccc(OCC(=O)N3CCOCC3)cc2)cc1	25*	0	-2	nt	18	0.2	-0.6	2.9	0.9
O=C(NCCc1ccc(Cl)cc1)C1CCN(S(=O)(=O)N2CCC3(CC2)OCCO3)CC1	-3.3	-3	-1	-0.9	8	nt	-1.0	i	0.0
O=C(CCCN1C(=O)c2ccccc2C1=O)Nc1ccccn1	0.1	-3	-1	nt	-1	nt	3.5	-0.3	-1.4
COc1ccc(Cl)cc1NC(=S)NC(=O)c1ccc2c(c1)OCO2	-0.9	8	2	-1.8	-7	0.1	1.8	i	0.9
O=S(=O)(NCC1CCCO1)c1ccc(Br)cc1 (centres undefined)	-4.5	9	-4	0.0	-3	1.0	-0.2	i	35*
COc1ccc(OCCC(=O)N2CCCCC2)cc1	-1.4	-4	2	-1.7	0	nt	-0.3	2.4	-0.9
CCOc1nc(Nc2ccc(Cl)cc2)nc(OCC)n1	-5.4	-3	1	-0.1	-5	0.8	-0.5	i	-1.7
OC(c1cccc(Cl)c1)c1nc(-c2ccc(Cl)cc2)cs1 (centres undefined)	-3.1	12	2	-3.0	1	0.5	nt	-0.3	nt
COc1cc2c(cc1OC)C(C)N(C(=O)c1cc3c(s1)-c1c(C)cccc1OC3)CC2 (centres undefined)	-2.2	12	31*	-1.4	13	0.5	1.7	-0.2	11

Source: PubChem BioAssay
